EBNA-1 inhibitor: blocks EBNA-1 binding to DNA | EBNA-1 DNA binding, fluorescence polarization | inhibition, % at 14.8 µM | 300,000 tested, 0.34% active; in the data active means inhibition above about 28%
PP5 inh: blocks human protein phosphatase 5 activity; purified PP5c, OMFP substrate fluorescence; P53041; AID 1987; 320,000 tested, 0.18% active; inhibition, % at 6.7 µM;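 active means inhibition above the campaign's mean inhibition across all tested compounds plus 3 SD, cut at about 9.5% in these data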;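 further: 0% = DMSO only and 100% = 100 µM cantharidin control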
Target sequence (P53041 whole entry, looked up): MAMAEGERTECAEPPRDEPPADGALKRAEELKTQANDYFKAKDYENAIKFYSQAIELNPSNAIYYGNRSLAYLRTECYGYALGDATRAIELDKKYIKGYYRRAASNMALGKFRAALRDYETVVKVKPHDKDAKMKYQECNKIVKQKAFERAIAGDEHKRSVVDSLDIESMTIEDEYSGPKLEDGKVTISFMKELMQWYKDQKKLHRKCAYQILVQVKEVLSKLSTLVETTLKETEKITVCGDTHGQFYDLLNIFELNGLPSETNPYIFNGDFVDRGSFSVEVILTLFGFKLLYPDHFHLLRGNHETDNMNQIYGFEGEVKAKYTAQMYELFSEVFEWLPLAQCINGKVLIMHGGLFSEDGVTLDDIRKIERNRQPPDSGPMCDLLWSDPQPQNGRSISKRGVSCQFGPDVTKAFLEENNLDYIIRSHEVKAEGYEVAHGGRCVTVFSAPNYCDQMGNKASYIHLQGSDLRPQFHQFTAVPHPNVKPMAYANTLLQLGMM
Fh CTSL1 inh: cathepsin L1 inhibition, PFM18AAP counter-screen | recombinant F. hepatica cathepsin L1, Z-Leu-Arg-MCA fluorescence | 300,000 tested, 0.49% active | inhibition, % at 5.96 µM;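 active means inhibition above the mean of all tested compounds plus 3 SD, set per screening campaign, cut at about 17% in these data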;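 further: 0% = plate median of test compound wells and 100% = 1 µM Z-Phe-Ala-diazomethylketone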
TPT1 inh: inhibitors of Candida albicans tRNA 2'-phosphotransferase TPT1; recombinant caTPT1, FP RNA substrate dephosphorylation; inhibition, % at 5 µM; 300,000 tested, 0.81% active; AID 1962;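 active means inhibition above the mean of all tested compounds plus 3 SD, set per screening campaign, cut at about 24% in these data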;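 further: plate controls were DMSO alone for no effect and ferristatin control at 100 nM for full effect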
ZTA DNA inh: counter-screen for EBNA-1 inhibitors: inhibitors of Epstein-Barr virus ZTA; ZTA-DNA binding, fluorescence polarization; inhibition, % at 11 µM; 320,000 tested, 0.15% active; in the data active means inhibition above about 33%
Target sequence (P03206 whole entry, looked up): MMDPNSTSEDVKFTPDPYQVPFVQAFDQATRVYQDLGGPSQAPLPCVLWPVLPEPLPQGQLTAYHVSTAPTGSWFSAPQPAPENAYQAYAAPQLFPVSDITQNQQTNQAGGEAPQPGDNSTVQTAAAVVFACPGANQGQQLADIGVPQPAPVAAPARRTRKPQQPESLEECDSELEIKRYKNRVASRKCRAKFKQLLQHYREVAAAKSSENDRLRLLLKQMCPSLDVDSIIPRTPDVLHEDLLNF
Efflux pump mplx: inhibitors of Candida antifungal efflux pumps expressed in yeast. 330,000 tested, 0.44% active. AID 485275. S. cerevisiae Candida pump triplex, Nile Red efflux. inhibition, % at 10 µM;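 active means plate passing quality check with inhibition over a set limit, or well fluorescence over plate mean plus 4 SD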;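 further: Nile Red retained in pooled yeast measured as flow cytometry median fluorescence; 0% = buffer negative control and 100% = Enniatin B positive control; higher means more Nile Red kept so more efflux inhibition; some compounds called inactive have numbers as strong as hits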
HCV core dimer: blocks dimerization of HCV core protein; 300,000 tested, 0.33% active; inhibition, % at 5 µM; TR-FRET GST/Flag-core106 dimerization, 1536-well;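 active means inhibition above the mean of all tested compounds plus 3 SD, set per screening campaign, cut at about 45% in these data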
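Assay system: Tagged HCV core106 pair (GST and Flag) | Buffer or medium: KF-containing HEPES buffer, pH 7.45, DTT, CHAPS, BSA | Also added: Eu donor and XL665 acceptor anti-tag antibodies | Dosing: One concentration, 5 µM, in 0.5% DMSO | Timing: 4 h at 22.5 °C | Technique: TR-FRET 671 and 617 nm emission | Repeats: Singlicate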
PP1 counter: PP1-alpha (human) inhibition in PP5 counter-screen. P62136. purified PP1alpha, OMFP fluorescence. inhibition, % at 6.7 µM. 320,000 tested, 0.9% active. AID 2235;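 active means inhibition above the mean inhibition of all tested compounds plus 3 SD, computed separately for each screening campaign, cut at about 15% in these data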
Target sequence (P62136 whole entry, looked up): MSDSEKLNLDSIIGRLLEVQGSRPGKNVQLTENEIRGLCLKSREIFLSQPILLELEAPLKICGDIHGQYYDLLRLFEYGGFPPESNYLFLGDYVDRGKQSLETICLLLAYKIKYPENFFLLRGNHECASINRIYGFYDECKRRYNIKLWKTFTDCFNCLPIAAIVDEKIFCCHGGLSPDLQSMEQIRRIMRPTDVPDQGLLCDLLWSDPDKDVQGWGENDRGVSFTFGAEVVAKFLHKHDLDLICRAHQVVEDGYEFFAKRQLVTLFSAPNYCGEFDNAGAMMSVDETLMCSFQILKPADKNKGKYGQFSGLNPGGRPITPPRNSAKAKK
PREPL inhibitor: inhibitors of human prolyl oligopeptidase-like enzyme PREPL | Q4J6C6 | 320,000 tested, 0.68% active | recombinant PREPL, fluorescence polarization activity-based probe | AID 2751 | inhibition, % at 5.96 µM; in the data active means inhibition above about 43%;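 further: 0% = enzyme with DMSO and 100% = wells lacking enzyme; many of its hits are not listed in these tables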
* = called active by the depositor; . = no result given.

SMILES	EBNA-1 inhibitor	PP5 inh	Fh CTSL1 inh	TPT1 inh	ZTA DNA inh	Efflux pump mplx	HCV core dimer	PP1 counter	PREPL inhibitor
O=[N+]([O-])c1ccc(Cl)c(/C=N/NC(=S)Nc2ccccc2)c1	1	3.8	2	-2	-4	0.2	1	0	22
Cc1ccccc1OCCC(=O)OCC(=O)NC1CCCC1	7	-0.8	-29	-2	2	0.0	5	-4	-1
COc1ccc(N(CC(=O)NC2CCCC2)C(=O)c2ccc(C)s2)cc1OC	-3	-1.7	-2	2	11	0.0	7	-1	-6
O=C(Nc1ccc(N=Nc2ccccc2)cc1)c1ccccc1Cl	0	2.4	3	2	17	1.8	-6	-1	5
CC1(C)CCN(Cc2ccccc2)C1CC#N (centres undefined)	9	-0.7	0	4	5	0.0	1	-2	-2
CC(=O)Nc1ccc(/C=C/c2nc3ccccc3o2)cc1	-18	3.7	-1	-2	0	0.1	-5	2	3
COC(=O)[C@H](CC(C)C)NS(=O)(=O)N[C@@H](CC(C)C)C(=O)OC	.	2.5	.	.	-16	-0.2	.	-2	7
O=C(NC1CCCC1)C(c1ccncc1)N(C(=O)c1csnn1)c1ccc(Cl)cc1 (centres undefined)	-4	2.3	-4	-2	10	-0.2	1	-2	3
O=S(=O)(c1ccc(OCC(O)CNCc2ccco2)c(Cl)c1)N1CCOCC1 (centres undefined)	8	0.6	0	-1	4	0.0	2	-2	2
COc1ccc([N+](=O)[O-])cc1NC(=O)C1(c2ccccc2)CCOCC1	-7	1.9	3	2	9	0.0	3	1	-1
COc1cc(C#N)ccc1OC(=O)c1cccc(S(=O)(=O)N2CCN(C)CC2)c1	-13	0.5	-5	1	-8	0.2	6	-4	17
Cc1ccc(N(C)C(=O)N2CCN(S(=O)(=O)c3ccc(C)c(C)c3)CC2)cc1	6	0.7	1	-1	0	-0.4	6	-2	15
CCn1cnc2c([N+](=O)[O-])c(NS(=O)(=O)c3ccc(C)cc3)ccc21	-7	-0.1	1	0	7	0.0	6	1	-5
O=C(NCc1ccccc1Cl)c1ccc[nH]1	-8	-0.8	3	-2	11	-0.1	0	-3	2
COc1cccc(N2CCN(C(=O)c3cccc(N4C(=O)NC5CC4(C)Oc4c(OC)cccc45)c3)CC2)c1 (centres undefined)	4	1.9	-1	0	-1	0.2	6	0	15
CC(C)CCNC(=O)COC(=O)c1ccc(Br)o1	7	-0.3	-5	-8	1	0.0	-8	2	14
Cc1ccc(C(=O)NCc2ccccc2)cc1Br	-9	-0.2	-1	4	-1	0.1	-3	5	-4
CN(c1ccccc1)S(=O)(=O)c1cccc(C(=O)NCCCN2CCCC2=O)c1	-11	-1.6	10	-1	0	0.1	-1	1	7
CCC(Cc1ccccc1)NC(=O)CCn1cccc1 (centres undefined)	-10	-1.5	0	-4	-5	0.1	-5	-4	3
Cc1ccc(S(=O)(=O)N(C)C)cc1NC(=S)NCCc1ccccn1	-12	-1.3	-4	1	1	-0.1	-4	-1	-6
COc1ccc(NS(=O)(=O)c2ccc(N3CCCCC3)c(N)c2)cc1	.	4.2	.	.	5	0.1	.	1	18
CCOc1ccc(-c2nnc(SCc3nc4ccccc4[nH]3)n2N)cc1	2	1.7	-1	1	-7	0.1	-4	2	-1
O=C(O)CN1C(=O)/C(=C\c2ccccc2OCc2ccc(Cl)cc2)SC1=S	1	0.8	-3	1	18	0.1	15	12	23
CC(=O)Nc1ccc(C(=O)N/N=C(\C)CC(=O)Nc2ccc(OCc3ccccc3)cc2)cc1	0	3.0	0	2	2	-0.1	-5	12	3
Cc1ccc2c(CN3CCN(S(=O)(=O)c4ccccc4C(F)(F)F)CC3)cc(=O)oc2c1C	.	3.5	.	.	-8	0.2	.	3	-5
C[C@@]12C(=O)Nc3ccc(Cl)cc3C(=O)N1[C@H]1c3ccccc3OC[C@@H]1[C@@H]2c1ccccc1	-8	2.8	-3	1	11	-0.1	16	5	16
O=S(=O)(NC1c2cccc3cccc(c23)C1N1CCNCC1)c1ccc(Cl)cc1 (centres undefined)	2	-0.6	5	3	13	0.0	1	-1	-13
CC1(C(=O)O)COC(c2ccc(Cl)cc2)OC1 (centres undefined)	15	-0.2	-2	-1	9	0.0	-2	4	-1
CCOC(=O)c1c2ccc(OCC(=O)NN)cc2n2ccccc12	-1	0.3	3	-20	13	-0.3	-16	6	16
CCOC(=O)CNC(=O)CSc1ncnc2c1cnn2-c1ccccc1	-6	4.3	-3	3	-5	0.2	-5	-13	2
COc1ccccc1C(=O)Nc1cccc2c1CCCC2	-6	2.1	-3	-6	-4	-0.1	-4	3	-6
C=CCN(CC=C)S(=O)(=O)c1ccc(NC(=S)NC(=O)/C=C/c2ccc(C)cc2)cc1	-2	1.0	0	-2	4	0.0	17	-1	12
CCOc1c(CNCCNC(=O)c2nonc2N)cccc1OC	-16	3.8	0	-3	-7	-0.1	-5	0	-2
CC(NS(=O)(=O)c1ccc(Cl)cc1)C(=O)NCCC1=CCCCC1 (centres undefined)	1	0.2	2	0	7	-0.1	1	6	-21
Cc1cc2cc(CCNC(=O)c3ccc(S(=O)(=O)N4CCCC4)cc3)c(=O)[nH]c2cc1C	-3	-0.3	-6	-3	1	0.1	-8	-5	-6
O=C1NN(c2ccccc2)C(=O)/C1=C/c1cccs1	5	0.4	1	0	0	-0.2	0	3	8
CC(=O)C1=NOC(CNc2ncc(C(F)(F)F)cc2Cl)C1 (centres undefined)	-4	2.4	-1	143*	5	0.3	1	-3	16
COc1cccc(/C=N/NC(=O)CN(C)S(=O)(=O)c2ccccc2)c1OC	.	4.2	.	.	-4	0.1	.	-1	0
C=CCSc1nnc(-c2ccccc2NC(C)=O)c(=O)[nH]1	-2	0.3	0	-2	0	-0.3	-4	1	-1
CCOc1ccc2[nH]c(=O)c(CN(CC3COCCO3)C(=O)c3ccco3)cc2c1 (centres undefined)	-2	-0.4	-1	-1	10	-0.1	6	-5	3
O=C(Nc1cccc(F)c1)c1cccnc1NCCc1ccccc1	6	3.7	-3	0	-1	0.1	9	-2	-8
CCCCN(C)C(=O)Cn1c(=O)oc2cc(S(=O)(=O)N3CC(C)CC(C)C3)ccc21 (centres undefined)	-9	-0.6	-3	-1	-5	0.2	2	-3	9
Cc1ccccc1N1CCN(S(=O)(=O)c2ccccc2)CC1	7	-1.1	1	-2	-3	0.1	4	-3	-16
O=C(COC(=O)c1ccccc1OCc1ccc(F)cc1)NCC1CCCO1 (centres undefined)	.	0.2	.	.	5	0.4	.	3	-3
COc1ccc(Cl)cc1NC(=O)CSc1nnc(Cn2c(=O)sc3ccccc32)n1C	-5	3.3	-2	-1	-7	0.5	4	-4	3
CCc1ccc(NC(=O)COC(=O)c2ccc(Cl)c(S(=O)(=O)N3CCCCCC3)c2)cc1	8	2.4	-13	-8	-12	0.7	5	9	-19
Cc1nnc(NC(=O)CSc2ncn(-c3ccccc3)n2)s1	-6	3.0	-3	-1	-9	0.1	2	-2	2
CNC(=O)c1[nH]cnc1C(=O)N[C@@H](CCCCNC(=O)OC(C)(C)C)C(=O)OC(C)(C)C	-17	1.1	-4	1	7	.	-14	8	6
Cc1cc(NC(=O)c2oc3ccccc3c2C)ccc1-n1cnnn1	-12	4.3	-4	-3	-4	0.0	7	-2	-5
c1ccc(-n2cnc3cc(NCc4ccccn4)ccc32)cc1	1	0.2	-1	-1	-4	-0.1	-3	1	55*
c1cc(CCCc2ccncc2)ccn1	.	0.8	.	.	12	-0.2	.	-3	6
O=C(NC1CCCCC1)c1ccc(CNc2ccccc2)o1	11	-0.9	1	-2	9	-0.6	-1	-3	30
COc1ccccc1-n1c(CNC(=O)c2ccc(S(=O)(=O)N3CCCCC3)cc2)n[nH]c1=S	-2	0.1	3	1	11	0.1	1	-1	4
Cc1ccc(S(=O)(=O)N(CC(=O)Nc2ccc(F)cc2)C(=O)N2CCN(C)CC2)cc1	5	-3.8	5	-4	-1	0.0	1	-5	5
O=C(CNC(=O)c1ccc(Cl)cc1)OCC(=O)c1ccc2c(c1)OCCO2	6	0.6	-5	-1	-7	0.0	3	-2	7
N#CCSCC(=O)Nc1ccc(Br)cc1	1	0.6	0	-1	-7	-0.2	-4	2	2
Cc1nc2ccc(NC(=O)COc3ccccc3F)cc2s1	-14	4.0	0	4	-14	0.1	0	-1	-2
O=c1[nH]c(CSc2nc(-c3ccccc3)cs2)nc2ccccc12	9	-0.4	-1	3	8	0.1	9	-1	-18

Some of the entries above, set out differently.
Under each structure: EBNA-1 inhibitor | PP5 inh | Fh CTSL1 inh | TPT1 inh | ZTA DNA inh | Efflux pump mplx | HCV core dimer | PP1 counter | PREPL inhibitor
- CCCCN(C)C(=O)Cn1c(=O)oc2cc(S(=O)(=O)N3CC(C)CC(C)C3)ccc21 (centres undefined)
 : -9 | -0.6 | -3 | -1 | -5 | 0.2 | 2 | -3 | 9
- Cc1ccccc1N1CCN(S(=O)(=O)c2ccccc2)CC1
 : 7 | -1.1 | 1 | -2 | -3 | 0.1 | 4 | -3 | -16
- O=C(COC(=O)c1ccccc1OCc1ccc(F)cc1)NCC1CCCO1 (centres undefined)
 : . | 0.2 | . | . | 5 | 0.4 | . | 3 | -3
- COc1ccc(Cl)cc1NC(=O)CSc1nnc(Cn2c(=O)sc3ccccc32)n1C
 : -5 | 3.3 | -2 | -1 | -7 | 0.5 | 4 | -4 | 3
- CCc1ccc(NC(=O)COC(=O)c2ccc(Cl)c(S(=O)(=O)N3CCCCCC3)c2)cc1
 : 8 | 2.4 | -13 | -8 | -12 | 0.7 | 5 | 9 | -19
- Cc1nnc(NC(=O)CSc2ncn(-c3ccccc3)n2)s1
 : -6 | 3.0 | -3 | -1 | -9 | 0.1 | 2 | -2 | 2
- CNC(=O)c1[nH]cnc1C(=O)N[C@@H](CCCCNC(=O)OC(C)(C)C)C(=O)OC(C)(C)C
 : -17 | 1.1 | -4 | 1 | 7 | . | -14 | 8 | 6
- Cc1cc(NC(=O)c2oc3ccccc3c2C)ccc1-n1cnnn1
 : -12 | 4.3 | -4 | -3 | -4 | 0.0 | 7 | -2 | -5
- c1ccc(-n2cnc3cc(NCc4ccccn4)ccc32)cc1
 : 1 | 0.2 | -1 | -1 | -4 | -0.1 | -3 | 1 | 55*
- c1cc(CCCc2ccncc2)ccn1
 : . | 0.8 | . | . | 12 | -0.2 | . | -3 | 6
- O=C(NC1CCCCC1)c1ccc(CNc2ccccc2)o1
 : 11 | -0.9 | 1 | -2 | 9 | -0.6 | -1 | -3 | 30
- COc1ccccc1-n1c(CNC(=O)c2ccc(S(=O)(=O)N3CCCCC3)cc2)n[nH]c1=S
 : -2 | 0.1 | 3 | 1 | 11 | 0.1 | 1 | -1 | 4
- Cc1ccc(S(=O)(=O)N(CC(=O)Nc2ccc(F)cc2)C(=O)N2CCN(C)CC2)cc1
 : 5 | -3.8 | 5 | -4 | -1 | 0.0 | 1 | -5 | 5
- O=C(CNC(=O)c1ccc(Cl)cc1)OCC(=O)c1ccc2c(c1)OCCO2
 : 6 | 0.6 | -5 | -1 | -7 | 0.0 | 3 | -2 | 7
- N#CCSCC(=O)Nc1ccc(Br)cc1
 : 1 | 0.6 | 0 | -1 | -7 | -0.2 | -4 | 2 | 2
- Cc1nc2ccc(NC(=O)COc3ccccc3F)cc2s1
 : -14 | 4.0 | 0 | 4 | -14 | 0.1 | 0 | -1 | -2
- O=c1[nH]c(CSc2nc(-c3ccccc3)cs2)nc2ccccc12
 : 9 | -0.4 | -1 | 3 | 8 | 0.1 | 9 | -1 | -18

Screening results from PubChem.

This is a subset; the hit share may differ from the screen's.
